# Bioassay records as filed in PubChem.
# KB-3-1 cytotox – KB-3-1 parental cell cytotoxicity; KB-3-1 viability, CellTiter-Glo ATP luminescence, 72 h; Potency, µM (doses to about 46.1 µM), inactives show top-dose activity change, negative = cytotoxic, hits mostly cytotoxic; 400,000 tested, 1.4% active; AID 1347075; further: on the % scale 0 is the no-effect control and ±100 the full control effect; nearly all actives have a fitted effect of over 60% in size
#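 KB-3-1 cells, DMEM (no phenol red) + 10% FBS; compound by pin transfer, 72 h, 37 °C. Readout: CellTiter-Glo luminescence after 10 min. Data normalized, curve-fitted.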
# HepG2 viability – HepG2 cytotoxicity, counter-screen for TGF-b inhibitors | HepG2 CAGA-GFP viability, ATP luminescence, 18 h | Potency, µM (doses to about 46.1 µM), for inactives: at the top dose activity change, negative = cytotoxicity, actives largely listed as cytotoxic | 410,000 tested, 0.76% active; further: some results filed as inactive show a strong effect at the top dose
#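 HepG2 CAGA-GFP cells (1000/well, DMEM with 1% FBS) received compound, then TGF-beta at 500 pg/mL final, and were incubated 18 hours at 37 degrees C. Viability was read by CellTiter-Glo luminescence. Media-only wells were set as complete cell-killing and DMSO as no toxicity.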
# * marks the source's active call; other numbers are inactive results; ? = inconclusive. The call rests on the fitted dose curve; in most records, active means well fitted curve in the direction sought with a large enough effect; inconclusive means small, poorly fitted or top-dose-only effect, or another doubt; inactive means no such curve, though single readings can be large; an effect the other way counts as inactive or inconclusive. Potency means the concentration at half of the fitted maximal effect. Some of the compounds tested; count on the stated rates, not on these rows.
SMILES,KB-3-1 cytotox,HepG2 viability
O=S(=O)(c1ccc(Br)cc1)N1CCN(c2nc(-c3cccs3)nc3ccccc23)CC1,17%,10%
C[C@@H]1[C@H](c2ccccc2)OCCS(=O)(=O)N1Cc1ccc(Cl)cc1,16µM*,0%
O=C1c2ccccc2C(=O)N1c1nc(-c2ccc(Cl)cc2)cs1,-12%,-14%
CC(=O)c1cc(-c2ccccc2)n(CCC(=O)Nc2cc(C)cc(C)c2)c1C,-20%,-9%
COC(=O)c1ccc2c(=O)n(CCCCCC(=O)NCc3ccc(OC)cc3)c(=O)[nH]c2c1,-1%,-9%
O=C1[C@H](Cc2ccccc2)NC/C=C\C[C@H](c2ccco2)N1Cc1ccccc1,?,1%
CCN(CC)CCNC(=O)CN1C(=O)c2cccnc2Oc2ccc(C)cc21,-5%,-15%
O=C(COCc1cc(-c2cccs2)on1)NCc1ccc(Cl)cc1,13%,4%
CCN(c1ccccc1)c1nnc(NC(=O)Nc2ccc(Br)c(C)c2)s1,5%,-16%
CN1CCN(CCNC(=O)c2cnn(-c3ccc(F)cc3)c2C2CCN(C(=O)OC(C)(C)C)CC2)CC1,3%,-13%
O=C(NCC(c1cccnc1)N1CCc2ccccc21)c1ccc(Cl)cc1 (stereo not given),?,-25%
Cc1ccc(Cl)cc1NC(=O)Nc1nnc(N2CCCC(C)C2)s1 (stereo not given),-19%,3%
CCOc1cccc2sc(N(Cc3cccnc3)C(=O)C3CCCCC3)nc12,4%,-21%
CCOC(=O)c1ccc(NC(=O)C(CC)Sc2nncn3c2cc2oc(C)cc23)cc1 (stereo not given),0%,-4%
O=C(NCc1ccc2c(c1)CCN2C(=O)c1ccccc1)c1cc2ccccc2[nH]1,-13%,0%
CCc1ccc(NC(=O)C(=O)NCC(c2cccnc2)N2CCN(c3ccc(F)cc3)CC2)cc1 (stereo not given),-4%,0%
COc1ccc(CCC(=O)NCc2ccc3c(c2)CCN3C(=O)c2cccc(C)c2)cc1,?,-51%
C(=Nc1ccc2ccccc2n1)c1ccccn1,0%,5%
CCOc1ccccc1CNC(=O)CSc1n[nH]c(-c2ccccc2Cl)n1,-4%,-6%
CCC1=C(c2ccc(C)cc2)S(=O)(=O)N=C1N1CCC(C(=O)NCc2ccc(C)cc2)CC1,0%,-35%
C=C1NN(Cc2ccccc2)C(=O)N1c1ccc(OCc2ccccc2)cc1,10%,1%
O=C(NCc1ccccc1Cl)C1CCN(C(=O)N2CCOc3ccccc32)CC1,-5%,2%
O=C(C[n+]1cccc(Br)c1)c1ccc(O)c(O)c1,?,-22%
Cc1cccc(-n2ncc(C(=O)N3CCC(C)CC3)c2C2CCN(C(=O)OC(C)(C)C)CC2)c1,1%,-2%
CCc1ccc(NC(=O)CSC2=Nc3ccccc3C3=NC(CCC(=O)NCc4ccccc4OC)C(=O)N23)cc1 (stereo not given),0%,-14%
Cc1ccc2nccc(/C=C/c3ccc(N(C)C)cc3)c2c1,?,-24%
CCOc1cccc2cc(-c3nc4sc(C(=O)Nc5ccc(C)cc5)c(C)c4c(=O)[nH]3)c(=O)oc12,0%,-4%
Cc1ccccc1CNC(=O)c1cccc(NC(=O)N2CCSc3ncccc32)c1,2%,-13%
Cc1cccn2c(=O)cc(COc3ccc(NC(=O)COc4ccc(F)cc4)cc3)nc12,15%,8%
C=CCn1c(SC(C)C#N)nc2ccccc2c1=O (stereo not given),53%,7%
Cc1ccc2nc(COc3ccccc3NC(=O)COc3ccc(F)cc3)cc(=O)n2c1,15%,3%
COc1ccc(/C=C2\C=Cc3ccccc32)cc1,?,-6%
COCCNC(=O)CCN1C(=O)c2cccnc2Oc2ccc(C)cc21,7%,8%
CCc1nnc2c(N3CCN(c4cc(Cl)ccc4C)CC3)nc3ccccc3n12,9%,6%
COc1ccc2c(c1)c(CC(=O)O)c(C)n2Cc1ccc(Cl)cc1,-9%,-5%
Cc1c2cnn(CC(=O)N3CCN(c4ccccc4)CC3)c(=O)c2c(C)n1Cc1ccccc1Cl,0%,-3%
Cc1ccc(N2CCN(c3nc4ccccc4c4nnc(C)n34)CC2)c(C)c1,3%,-11%
CCCN(CCC)S(=O)(=O)c1ccc2c(c1)N(CC(=O)NC(C)c1ccccc1)C(=O)CS2 (stereo not given),-15%,-4%
CC(Oc1ccccc1)C(=O)N[C@@H]1C(=O)N2C(C(=O)O)C(C)(C)S[C@H]12 (stereo not given in full),6%,16%
CC1CCN(CC[S-])CC1.O.O.[Cl][Pt],13µM*,-75%
Cc1ccc(C)c(CN2CCC(CNC(=O)C(CC(C)C)N3Cc4ccccc4C3=O)CC2)c1 (stereo not given),-11%,-33%
O=C(CCC(=O)N1CC2CCCN2c2ccccc21)NCc1ccc(F)cc1 (stereo not given),-1%,-8%
CN(Cc1ccc(F)cc1)S(=O)(=O)c1nnc(NC(=O)c2ccccc2Cl)s1,-3%,-38%
Cc1ccccc1C(=O)NCC(c1ccc(N(C)C)cc1)N1CCCC1 (stereo not given),6%,-18%
CC1=C(c2ccc(C)c(C)c2)S(=O)(=O)N(Cc2ccc(C(=O)NCc3cccc(C)c3)cc2)C1=O,-13%,3%
CN(C)c1ccc(/C=C2\C=Cc3ccccc32)c(Cl)c1,?,-24%
Clc1ccc(/C=C/c2ccc3ccccc3n2)c(Cl)c1,?,8%
O=C(COCc1cc(-c2ccc3c(c2)OCO3)on1)Nc1cc(C(F)(F)F)ccc1Cl,3%,1%
Cc1cc(NC(=O)CCCn2c(C)c3cnn(-c4ccccc4)c(=O)c3c2C)ccc1Br,-5%,10%
CCN1CCN(C(c2ccc(Cl)cc2)c2c(O)cc(C)n(CCOC)c2=O)CC1 (stereo not given),-1%,1%

# Next part:
SMILES,KB-3-1 cytotox,HepG2 viability
COc1cccc(NC(=O)CSC2=Nc3ccccc3C3=NC(CCC(=O)NCCc4ccccc4)C(=O)N23)c1 (stereo not given),-2%,-27%
Cc1[nH]c2ccccc2c1C(=O)C(C)Sc1nc2ccccc2c(=O)n1Cc1cccnc1 (stereo not given),13%,-2%
Cc1ccc(C)c(CN2CCCN(Cc3ccccc3C)S2(=O)=O)c1,1%,-25%
C(=C\c1ccnc2ccccc12)/c1ccc(N2CCN(c3ccc(/C=C/c4ccnc5ccccc45)cc3)CC2)cc1,?,-40%
CCOc1ccc(NC(=O)N(Cc2ccc(CC)cc2)Cc2cn[nH]c2-c2ccc(OC)cc2)cc1,?,-17%
NC(=O)CSc1ccc2nnc(-c3ccncc3)n2n1,17%,4%
CCN1CCN(c2ccc(/C=C/c3ccnc4ccccc34)cc2)CC1,?,-47%
c1ccc(-c2ccc(-c3csc4ncnc(Sc5nnnn5-c5ccccc5)c34)cc2)cc1,-16%,-11%
Cc1cc(C)c(NC(=O)C2CCN(c3nnc(C)c4c(C)n(-c5ccccc5)nc34)CC2)c(C)c1,2%,20%
O=C(C[n+]1ccccc1)c1ccc(O)c(O)c1,-9%,-22%
CCOc1ccc(-c2nnc(SCC(=O)NCCc3ccccc3)nc2-c2ccc(OCC)c(OC)c2)cc1OC,2%,-18%
CCCCN1C(=O)c2[nH]nc(-c3ccccc3O)c2C1c1ccc(C(C)(C)C)cc1 (stereo not given),?,-25%
O=C(NCCc1nc2ccccc2n1CCOc1cccc2ccccc12)C1CCCCC1,-6%,5%
Cc1cc(=O)[nH]c2cc(N)ccc12,5%,-24%
COc1cc(OC)c(/C=C/c2nc3ccccc3o2)c(OC)c1,?,-37%
CN1CCCc2ccccc21,13%,2%
Cc1cc(C)cc(Nc2cc(C)nc3nc(-c4ccco4)nn23)c1,-14%,-26%
Nc1cc([N+](=O)[O-])cc(N)c1N,22%,1%
CC(c1ccccc1)n1c(-c2ccccc2)n[nH]c1=S (stereo not given),?,-4%
Cc1ccc(C)c2c1NC(C(=O)O)C1CC=CC21 (stereo not given),0%,-3%
Cc1cccn2c(=O)cc(COc3ccc(NC(=O)c4cccc(F)c4)cc3)nc12,-1%,-5%
O=C(COC(=O)c1ccccc1OCc1cccc(Br)c1)Nc1ccc(Br)cc1,?,2%
COc1ccc2c(c1OC)C(=O)OC2c1ccc(O)cc1 (stereo not given),0%,6%
CCOc1ccc(N(CC)S(=O)(=O)N2CCCC(C(=O)Nc3cc(Cl)ccc3C)C2)cc1 (stereo not given),-26%,-24%
COc1ccccc1N1CCN(C(=O)C(CCSC)NS(=O)(=O)c2ccc3c(c2)oc(=O)n3C)CC1 (stereo not given),3%,-1%
CCc1ccccc1N1C(=O)CN(S(=O)(=O)CC)CC1(C)C(=O)NC1CCCCC1 (stereo not given),3%,-14%
O=C(Cc1ccc(OCCc2ccccc2)cc1)NO,0%,-37%
CCN1c2ccccc2-n2cccc2C12CCN(C(=O)Nc1ccccc1C(F)(F)F)CC2,12%,-2%
Cc1cccc(NC(=O)Nc2nnc(N(C)Cc3ccccc3)s2)c1,-1%,-16%
CC(C)(C)c1ccc(OCCn2c(CCNC(=O)C3CCCCC3)nc3ccccc32)cc1,?,-78%

# One compound at a time (already shown). Values in the order: KB-3-1 cytotox | HepG2 viability
# Entry for `CCOC(=O)c1ccc(NC(=O)C(CC)Sc2nncn3c2cc2oc(C)cc23)cc1` (stereo not given) : 0% | -4%
# Entry for `CC(=O)c1cc(-c2ccccc2)n(CCC(=O)Nc2cc(C)cc(C)c2)c1C` : -20% | -9%

# (continued)
SMILES,KB-3-1 cytotox,HepG2 viability
COc1cccc2sc(N(Cc3cccnc3)C(=O)C3COc4ccccc4O3)nc12 (stereo not given),18%,-54%
Cc1ccc(S(=O)(=O)C(CNC(=O)COc2ccc(Cl)cc2)c2ccco2)cc1 (stereo not given),-13%,-9%
C=C1C=C(C(F)F)n2ncc(C(=O)N3CCc4ccccc4C3)c2N1,?,20%
COc1cccc(-c2nc(SCC(=O)NC3CCCC3)c(-c3ccc(F)cc3)[nH]2)c1,-15%,-40%
CCOc1ccc(CC(=O)NCc2ccc3c(c2)CCN3C(=O)c2ccccc2)cc1OCC,9%,0%
O=C(NCc1ccc2c(c1)CCN2C(=O)c1ccc(Cl)cc1)c1cccc(F)c1,9%,8%
Cc1sc2ccccc2[n+]1CC(=O)c1ccc(F)cc1,4%,33%
COc1ccc(NC(=O)Cn2c(=O)oc3cc(S(=O)(=O)NC(C)C)ccc32)cc1OC,0%,3%
Cc1ccc(S(=O)(=O)c2cn(Cc3ccccc3)c3cc(N4CCCC4)c(F)cc3c2=O)c(C)c1,-9%,10%
Cc1ccc(NS(=O)(=O)c2c(C)nc3sc(C)c(C)n3c2=O)cc1F,-5%,-23%
CCc1cccc(C)c1NS(=O)(=O)c1cc(-c2cc(C)no2)ccc1C,2%,-24%
c1ccc(Nc2nc(Nc3ccccc3)nc(-n3cccn3)n2)cc1,?,0%
Cn1nc(-c2ccc(F)cc2)nc2c(=O)n(C)c(=O)nc1-2,2.9µM*,0.89µM*
CN1C(=O)c2ccccc2Sc2ccc(NC(=O)N3CCN(c4ccccc4)CC3)cc21,?,-21%
O=C1C(=O)C(c2ccc(O)cc2O)Oc2cc(O)cc(O)c21 (stereo not given),17%,-1%
CCNc1nc(C#N)nc(NCC)n1,0%,1%
C1=CN2CC=Cc3cc(/C=C/c4ccnc5ccccc45)cc(c32)C1,-6%,-20%
O=C(C[n+]1ccccc1Br)c1ccc(-c2ccccc2)cc1,-5%,-26%
CC(=O)Nc1ccc(/C=C/c2ccnc3ccccc23)cc1[N+](=O)[O-],?,-19%
COc1cc(NC(=O)N2CCC3(CC2)Nc2cc(F)ccc2-n2cccc23)cc(OC)c1OC,?,-18%

# For convenience, some entries already given:
SMILES,KB-3-1 cytotox,HepG2 viability
C=C1C=C(C(F)F)n2ncc(C(=O)N3CCc4ccccc4C3)c2N1,?,20%
COc1cccc(-c2nc(SCC(=O)NC3CCCC3)c(-c3ccc(F)cc3)[nH]2)c1,-15%,-40%
CCOc1ccc(CC(=O)NCc2ccc3c(c2)CCN3C(=O)c2ccccc2)cc1OCC,9%,0%
O=C(NCc1ccc2c(c1)CCN2C(=O)c1ccc(Cl)cc1)c1cccc(F)c1,9%,8%
Cc1sc2ccccc2[n+]1CC(=O)c1ccc(F)cc1,4%,33%
COc1ccc(NC(=O)Cn2c(=O)oc3cc(S(=O)(=O)NC(C)C)ccc32)cc1OC,0%,3%
Cc1ccc(S(=O)(=O)c2cn(Cc3ccccc3)c3cc(N4CCCC4)c(F)cc3c2=O)c(C)c1,-9%,10%
Cc1ccc(NS(=O)(=O)c2c(C)nc3sc(C)c(C)n3c2=O)cc1F,-5%,-23%
CCc1cccc(C)c1NS(=O)(=O)c1cc(-c2cc(C)no2)ccc1C,2%,-24%
c1ccc(Nc2nc(Nc3ccccc3)nc(-n3cccn3)n2)cc1,?,0%
Cn1nc(-c2ccc(F)cc2)nc2c(=O)n(C)c(=O)nc1-2,2.9µM*,0.89µM*
CN1C(=O)c2ccccc2Sc2ccc(NC(=O)N3CCN(c4ccccc4)CC3)cc21,?,-21%
O=C1C(=O)C(c2ccc(O)cc2O)Oc2cc(O)cc(O)c21 (stereo not given),17%,-1%
CCNc1nc(C#N)nc(NCC)n1,0%,1%
C1=CN2CC=Cc3cc(/C=C/c4ccnc5ccccc45)cc(c32)C1,-6%,-20%
